From PubChem
HT1080-NT tox: kills 2HG-producing HT-1080-NT fibrosarcoma cells; HT-1080-NT fibrosarcoma viability, CellTiter-Glo ATP luminescence, 48 h; Potency, µM (series often up to 46.1 µM), for the others: at the top dose activity, negative = less viability, actives largely listed as cytotoxic; actives 1.6% (n = 360,000);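 further: NT is the 2HG producing partner of a matched IDH1 knockdown line; potency means the concentration at half of the fitted maximal effect; 0% = DMSO-treated cells and -100% = media-only wells without cells; nearly all actives have a fitted effect of over 55% in size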
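Fibrosarcoma NT cells, 750 per well in 5% FBS RPMI, were exposed to compound for 48 hours. Viability: CellTiter-Glo luminescence.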
HT1080 IDH1KD tx: toxicity to HT-1080 IDH1 knockdown cells (counter line); HT-1080 IDH1 knockdown viability, ATP luminescence, 48 h; Potency, µM (highest dose often 46.1 µM), inactives show top-dose activity, negative = toxicity, usual class: cytotoxic; actives 2% (n = 360,000);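 further: potency means the concentration at half of the fitted maximal effect; 0% = DMSO wells and -100% = cell-free medium wells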
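IDH1KD HT-1080 cells, 750/well, RPMI + 5% FBS; compound pinned after 2 h settling; 48 h, 37 °C; CellTiter-Glo luminescence; % activity normalised to DMSO and no-cell wells; curves fitted, classed by r2 and efficacy.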
KB-3-1 tox: KB-3-1 parental cell cytotoxicity | Potency, µM (top dose mostly 46.1 µM), for the others: top-dose activity change, negative = cytotoxic, hits mostly cytotoxic | KB-3-1 viability, CellTiter-Glo ATP luminescence, 72 h | actives 1.4% (n = 400,000) | AID 1347075; further: potency means the concentration at half of the fitted maximal effect; on the % scale 0 is the no-effect control and ±100 the full control effect; nearly all actives have a fitted effect of over 60% in size
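Parental KB-3-1 adenocarcinoma cells in phenol-red-free DMEM with 10% FBS were pin-treated with compounds at several concentrations, incubated 72 h at 37 °C, and viability read by CellTiter-Glo luminescence; concentration-effect curves were fitted after normalization.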
SW480 rerep: inducers of DNA re-replication in SW480 colon cancer cells. actives 1.8% (n = 340,000). Potency, µM (doses to about 46.1 µM), inactives show at the highest dose re-replication activation, hits mostly activators. SW480 DNA re-replication, Hoechst DNA content imaging, 48 h; further: potency means the concentration at half of the fitted maximal effect; % of control where 0% means no effect; nearly all actives have a fitted effect of over 55% in size
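Cells (250 per well) received 23 nL compound or DMSO by pin tool and were kept 48 hr at 37 C, 5% CO2. Nuclei were then stained with Hoechst for 40 min and scanned for DNA content.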
KB-V1 cytotox: kills drug-selected multidrug resistant KB-V1 cells; KB-V1 MDR cells viability, CellTiter-Glo, 72 h; Potency, µM (titrated, usually from 46.1 µM), inactives show at the highest dose activity change, negative = cytotoxicity, hits mostly cytotoxic; actives 3.4% (n = 400,000); AID 1347076; further: potency means the concentration at half of the fitted maximal effect; on the % scale 0 is the no-effect control and ±100 the full control effect; nearly all actives have a fitted effect of over 60% in size
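Following 72 h at 37 degrees C with compound, KB-V1 cell viability was read by CellTiter-Glo luminescence, medium being phenol-red-free DMEM plus 10% FBS; concentration-response parameters came from normalized, curve-fitted qHTS data.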
IL-1B inflam inh: inhibitors of inflammasome signaling (IL-1 beta secretion); actives 4.7% (n = 360,000); activity change, % at 57.5 µM; THP-1 LPS/ATP IL-1B secretion, AlphaLISA, 16 h; active compounds read low; in the data active means activity change below about -50%; inconclusive means mostly about -30% to -49%; further: on the % scale 0 is the no-effect control and ±100 the full control effect
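THP-1 cells pretreated 1 hr with compounds (up to 57.5 uM final), then stimulated with LPS (250 ng/mL final) plus ATP (1.25 mM final); secreted IL-1B measured by AlphaLISA after 16 hr, decreased signal indicating inhibition.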
MCF10A rerep: DNA re-replication induction in MCF 10a cells; actives 2.9% (n = 350,000); Potency, µM (titrated, usually from 46.1 µM), for the others: at the top dose activity, positive = re-replication, hits mostly activators; MCF 10A DNA re-replication, Hoechst nuclear intensity, 48 h; further: potency means the concentration at half of the fitted maximal effect; % of control where 0% means no effect; nearly all actives have a fitted effect of over 50% in size
WRN inhibitor: inhibitors of human WRN helicase | Q14191 | WRN helicase unwinding, fluorescent forked duplex, kinetic | Potency, µM (series often up to 114 µM), for inactives: at the top dose activity change, negative = inhibition, actives largely listed as inhibitors | actives 0.46% (n = 360,000); further: potency means the concentration at half of the fitted maximal effect; on the % scale 0 is the no-effect control and ±100 the full control effect; nearly all actives have a fitted effect of over 55% in size
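Enzyme (20 nM final) and test compound sit together 15 min at room temperature before substrate addition. Substrate is a single-forked duplex oligonucleotide (100 nM) labelled with fluorophore and quencher, with 2 mM ATP; helicase unwinding raises red fluorescence, read kinetically.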
ATXN2 expr inh: inhibitors of ATXN2 expression | actives 0.72% (n = 360,000) | Potency, µM (doses to about 57 µM), without a hit: at the highest dose activity change, negative = inhibition, actives largely listed as inhibitors | HEK-293 ATXN2-luciferase reporter, luminescence, 24 h; further: potency means the concentration at half of the fitted maximal effect; on the % scale 0 is the no-effect control and ±100 the full control effect; nearly all actives have a fitted effect of over 55% in size
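qHTS (up to 57 uM final) was run with 24 h compound exposure of reporter cells at 37 °C. Each well was multiplexed: SteadyGlo luminescence measured ATXN2-luciferase expression after a fluorogenic Gly-Phe-AFC viability readout (25 uM final).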
Numbers without * were called inactive; ? = inconclusive; / = no result given; [ ] = dose if it differs, or a comment. Unless noted, the call rests on the fitted dose curve; in most records, active means well fitted curve in the direction sought with a large enough effect; inconclusive means small, poorly fitted or top-dose-only effect, or another doubt; inactive means no such curve, though single readings can be large; an effect the other way counts as inactive or inconclusive.

#1 COc1ccc([C@@H]2[C@@H]3C(=O)N(C(C)(C)C)C(=O)[C@@H]3[C@]3(Cc4ccccc4)C(=O)N(c4ccccc4)C(=O)N23)cc1
#2 O=C1Cc2cc(S(=O)(=O)Nc3cccc([N+](=O)[O-])c3)cc3c2N1CCC3
#3 CN(CC(=O)Nc1cccc(F)c1)CC(=O)N1CCc2ccccc21
#4 CC(C)S(=O)(=O)C/C(N)=N/OC(=O)c1cc(Cl)cc(Cl)c1
#5 COC(=O)COc1ccc(S(=O)(=O)Nc2ccc3c(c2)OCCO3)cc1C
#6 O=C1CC(c2ccccc2)n2nc(NC(=O)C3CCCO3)nc2N1 (stereo unspecified)
#7 CC1(C)C(=O)Nc2ccccc2N1C(=O)COC(=O)CSc1ccc(Cl)cc1
#8 COc1ccccc1-n1c(SCC(=O)Nc2ccccc2F)nc2[nH]ncc2c1=O
#9 O=C1OCCC1Sc1nc(-c2ccccc2)cs1 (stereo unspecified)
#10 CC(C)(C)C(=O)Nc1nnc(SCC(=O)NC2CCCCC2)s1

compound no.	1	2	3	4	5	6	7	8	9	10
HT1080-NT tox	-5%	-2%	0%	6%	-3%	16%	2%	3%	15%	6%
HT1080 IDH1KD tx	7%	-1%	1%	9%	0%	9%	8%	-14%	13%	-1%
KB-3-1 tox	2%	-14%	/	0%	?	0%	6%	14%	-4%	13%
SW480 rerep	-1%	5%	0%	?	-12%	0%	1%	1%	1%	-44%[inhibitor]
KB-V1 cytotox	3%	26%	/	-15%	?	0%	27%	1%	-6%	3%
IL-1B inflam inh	2	10	-1	/	-73*	21	3	-9	-4	-3
MCF10A rerep	-3%	2%	?	?	-10%	-1%	4%	-7%	-2%	10%
WRN inhibitor	-2%	-2%[57.1 µM]	-9%	6%	9%	3%	-2%[11.6 µM]	-4%	-9%[57.1 µM]	2%
ATXN2 expr inh	12%	-10%	5%	8%	-14%	0%	/	2%	-3%	-3%

#11 CCn1cc(Cl)c(C(=O)Nc2cccc(C(F)(F)F)c2)n1
#12 COc1ccc(C(=O)N(CCN2CCOCC2)CC(=O)NC2CCCC2)cc1OC
#13 COCCC(=O)N1CCC(Oc2ccc(C(=O)N3CCCC(CCCO)C3)cc2)CC1 (stereo unspecified)
#14 FC(F)(F)c1ccccc1Cc1c(-c2cccc(Cl)c2)nc2c3ccccc3ccn12
#15 CC(C)(C)C1CCNC(=O)CC1 (stereo unspecified)
#16 Cc1ccc(NC(=O)CCCC2CCCCC2)c(O)c1
#17 CC(=O)O[C@]1(C(C)=O)CC[C@H]2[C@@H]3C=C(C)C4=CC(=O)CC[C@@H]4[C@H]3CC[C@@]21C
#18 CCOCCCNC(=O)c1cc2c(=O)n3cccc(C)c3nc2s1
#19 CCCCn1cc(S(=O)(=O)c2ccccc2)c(=O)c2cc(C)ccc21
#20 CC(=O)c1cc2c(cc1NC(=O)Cn1nc(-c3ccc(C)cc3)ccc1=O)OCO2

compound no.	11	12	13	14	15	16	17	18	19	20
HT1080-NT tox	-13%	2%	5%	5%	8%	?	?	-2%	1%	1%
HT1080 IDH1KD tx	-20%	8%	8%	-1%	8%	-5%	0%	-1%	26%	-7%
KB-3-1 tox	-21%	3%	5%	-5%	1%	-1%	0%	-11%	1%	23µM*
SW480 rerep	-7%	-6%	0%	/	/	?	-12%	-19%	-6%	5%
KB-V1 cytotox	-24%	-4%	4%	-29%	-1%	-8%	?	-19%	11%	9.2µM*
IL-1B inflam inh	-64*	1	4	16	3	13	?	27	-12	-8
MCF10A rerep	-4%	-4%	0%	/	/	7%	0%	21%	12%	?
WRN inhibitor	2%	-1%	6%	8%	7%	5%	2%	-3%	6%	-4%
ATXN2 expr inh	-3%	-5%	5%	1%	/	42%[activator]	-10%	-7%	/	-7%

#21 COc1ccc(C(CC(=O)c2ccc(C)cc2)Nc2ccc([N+](=O)[O-])cc2)cc1 (stereo unspecified)
#22 O=C(COc1ccc(F)cc1)NCC1CCCO1 (stereo unspecified)
#23 COc1ccc(C(c2nnnn2C2CCCC2)N2CCN(C3CCCC3)CC2)cc1OC (stereo unspecified)
#24 CCC(=O)Nc1cccc(C(=O)/C=C/c2cc(Br)ccc2OC)c1
#25 Cc1cccc(S(=O)(=O)c2c(N)n(/N=C/c3ccccc3)c3nc4ccccc4nc23)c1
#26 O=C(CCc1c[nH]c2ccccc12)NCc1cccc(Cl)c1
#27 COc1cccc(CCC(=O)N2CCC(n3nccc3NC(=O)CC(C)C)CC2)c1
#28 O=C(Nc1ccccc1C(=O)O)c1cccc(NC(=O)c2ccccc2Cl)c1
#29 Cc1ccc(NC(=S)N2CCC(N(C)CC3CCCO3)CC2)c(C)c1 (stereo unspecified)
#30 O=C(O)CC1CCC(=C(Cl)Cl)C1 (stereo unspecified)

compound no.	21	22	23	24	25	26	27	28	29	30
HT1080-NT tox	-12%	8%	-3%	8.2µM*	21%	-2%	7%	0%	3%	?
HT1080 IDH1KD tx	-13%	6%	2%	8.2µM*	2%	-5%	13%	1%	-1%	?
KB-3-1 tox	?	0%	-3%	-4%	-5%	0%	3%	2%	-1%	11%
SW480 rerep	16%	-2%	0%	3.7µM*	12%	-8%	-5%	0%	-4%	12%
KB-V1 cytotox	?	0%	-23%	18µM*	1%	-2%	21%	-6%	9%	2%
IL-1B inflam inh	?	3	-9	-105*	-29	-19	6	3	-6	-74*
MCF10A rerep	?	8%	3%	2.9µM*	16%	-22%	-2%	0%	-22%	10%
WRN inhibitor	-18%	-9%	-31%	-9%[11.6 µM]	-10%	-3%	-1%	-16%	0%	-19%
ATXN2 expr inh	51%[activator]	-4%	-5%	16µM*	-15%	-3%	8%	/	1%	?

#31 O=C(Nc1ccccc1F)C(c1ccccc1)c1ccccc1
#32 CO/N=C/NC(=O)c1cn(-c2ccc(F)cc2)c(=O)c2ccccc12
#33 FCCCOc1ccc(-c2nccc(-c3ccc(F)cc3)n2)cc1
#34 COc1ccccc1C(=O)ON=C1c2ccccc2-c2ccccc21
#35 CC(O)CNc1nc2c(c(=O)n(C)c(=O)n2C)n1Cc1cccc(C(F)(F)F)c1 (stereo unspecified)
#36 Nc1nnc(CSCc2ccc(Cl)cc2Cl)s1
#37 O=C(Cc1n[nH]c(=O)c2ccccc12)NCc1ccccc1
#38 O=C(COC(=O)Cn1cc(C(F)(F)F)ccc1=O)NCc1ccccc1
#39 CCOC(=O)c1cc(C)n(Cc2cccc(OC)c2OC)c1C
#40 Cc1cc(C(=O)Oc2cccnc2)ccc1[N+](=O)[O-]

compound no.	31	32	33	34	35	36	37	38	39	40
HT1080-NT tox	1%	4%	0%	-10%	-2%	-17%	9%	14%	-10%	1%
HT1080 IDH1KD tx	?	0%	-7%	-15%	-8%	-20%	2%	16%	-19%	8%
KB-3-1 tox	-1%	16%	10%	-5%	-16%	-14%	5%	8%	-7%	18%
SW480 rerep	-11%	6%	1%	-2%	-8%	-2%	-2%	-40%[inhibitor]	-6%	-9%
KB-V1 cytotox	-22%	?	3%	-1%	0%	0%	23%	16%	?	2%
IL-1B inflam inh	-8	-7	24	-11	13	15	10	-8	-8	19
MCF10A rerep	?	10%	?	-1%	1%	0%	8%	-3%	?	-4%
WRN inhibitor	-13%	-5%	-33%	-5%	-2%	-20%	6%	6%	-9%	-8%
ATXN2 expr inh	18%	-5%	2%	27%	-11%	/	-5%	6%	-26%	2%

Fetched one by one from the entries so far, 5 records:
#39 CCOC(=O)c1cc(C)n(Cc2cccc(OC)c2OC)c1C
#37 O=C(Cc1n[nH]c(=O)c2ccccc12)NCc1ccccc1
#32 CO/N=C/NC(=O)c1cn(-c2ccc(F)cc2)c(=O)c2ccccc12
#33 FCCCOc1ccc(-c2nccc(-c3ccc(F)cc3)n2)cc1
#31 O=C(Nc1ccccc1F)C(c1ccccc1)c1ccccc1

compound no.	39	37	32	33	31
HT1080-NT tox	-10%	9%	4%	0%	1%
HT1080 IDH1KD tx	-19%	2%	0%	-7%	?
KB-3-1 tox	-7%	5%	16%	10%	-1%
SW480 rerep	-6%	-2%	6%	1%	-11%
KB-V1 cytotox	?	23%	?	3%	-22%
IL-1B inflam inh	-8	10	-7	24	-8
MCF10A rerep	?	8%	10%	?	?
WRN inhibitor	-9%	6%	-5%	-33%	-13%
ATXN2 expr inh	-26%	-5%	-5%	2%	18%

Later entries.
#41 CC(C(=O)NC1C(=O)N2C(C(=O)O)=C(CSc3nnnn3C)CSC12)n1cc(Br)cn1 (stereo unspecified)
#42 O=C(CSc1nnc2nnc3ccccc3n12)N1CCOCC1
#43 Cc1ccc(NC(=O)CNc2ccc(N3CCOCC3)cc2)cc1S(=O)(=O)N(C)C
#44 OCCC1CN(Cc2c(F)cccc2Cl)CCN1C1CCCCC1 (stereo unspecified)
#45 CCCCC(CCC(=O)O)(C(=O)OCC)c1csc(N)n1 (stereo unspecified)
#46 Cc1ccccc1N(CC(=O)N1CCCC1)S(=O)(=O)c1ccc(Cl)cc1

compound no.	41	42	43	44	45	46
HT1080-NT tox	19%	-3%	11%	-1%	-5%	12%
HT1080 IDH1KD tx	4%	-5%	-1%	-1%	0%	13%
KB-3-1 tox	4%	0%	7%	20%	4%	-5%
SW480 rerep	-22%	25%	-2%	-8%	5%	-3%
KB-V1 cytotox	28%	?	-16%	1%	18%	?
IL-1B inflam inh	5	11	28	1	16	9
MCF10A rerep	8%	-1%	?	9%	-3%	15%
WRN inhibitor	-10%	4%	8%	6%	3%	-19%
ATXN2 expr inh	5%[11.3 µM]	-12%	-33%	-13%	6%	2%
